M5 antag: human M5 muscarinic receptor antagonists, primary screen, CHO cells, Fluo-8 calcium fluorescence | Muscarinic acetylcholine receptor M5 (Homo sapiens), P08912 | CHO-hM5 cells, ACh EC80 | inhibition, % at 3 µM | 360,000 compounds, 0.59% hits | AID 624040, 2012;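 active means inhibition above a per-plate cutoff, the mean of that plate's test compounds plus 3 SD, cut at about 27% in these data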;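 further: 0% = acetylcholine EC80 with DMSO and 100% = DMSO without agonist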
Target sequence (P08912 whole entry, looked up): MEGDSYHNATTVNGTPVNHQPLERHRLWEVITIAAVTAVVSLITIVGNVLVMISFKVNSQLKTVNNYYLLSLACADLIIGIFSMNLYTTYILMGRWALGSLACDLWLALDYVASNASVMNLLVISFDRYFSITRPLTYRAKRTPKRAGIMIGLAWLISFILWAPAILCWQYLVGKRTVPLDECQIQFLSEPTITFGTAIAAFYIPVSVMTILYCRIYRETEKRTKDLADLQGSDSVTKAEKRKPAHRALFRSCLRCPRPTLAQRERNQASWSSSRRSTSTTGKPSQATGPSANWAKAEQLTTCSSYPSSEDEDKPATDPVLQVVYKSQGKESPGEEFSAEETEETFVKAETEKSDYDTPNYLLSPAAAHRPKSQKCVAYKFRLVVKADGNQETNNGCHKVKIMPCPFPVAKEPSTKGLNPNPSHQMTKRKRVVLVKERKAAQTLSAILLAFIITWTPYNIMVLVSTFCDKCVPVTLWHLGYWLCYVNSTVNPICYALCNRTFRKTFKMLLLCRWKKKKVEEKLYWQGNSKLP
CHRM4 PAM: human M4 muscarinic receptor positive allosteric modulators, primary screen, CHO-K1 cells, Fluo-8 calcium fluorescence. Muscarinic acetylcholine receptor M4 (Homo sapiens), P08173. CHO-K1 hM4/Gqi5, ACh EC20; 0% = ACh EC20, 100% = maximal ACh. 360,000 compounds, 0.4% hits. activation, % at 3 µM. AID 624126, 2012;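 active means activation above its plate's cutoff, the mean activation of sample wells plus 3 SD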; further: some results filed as inactive read as strong as hits
Target sequence (P08173 whole entry, looked up): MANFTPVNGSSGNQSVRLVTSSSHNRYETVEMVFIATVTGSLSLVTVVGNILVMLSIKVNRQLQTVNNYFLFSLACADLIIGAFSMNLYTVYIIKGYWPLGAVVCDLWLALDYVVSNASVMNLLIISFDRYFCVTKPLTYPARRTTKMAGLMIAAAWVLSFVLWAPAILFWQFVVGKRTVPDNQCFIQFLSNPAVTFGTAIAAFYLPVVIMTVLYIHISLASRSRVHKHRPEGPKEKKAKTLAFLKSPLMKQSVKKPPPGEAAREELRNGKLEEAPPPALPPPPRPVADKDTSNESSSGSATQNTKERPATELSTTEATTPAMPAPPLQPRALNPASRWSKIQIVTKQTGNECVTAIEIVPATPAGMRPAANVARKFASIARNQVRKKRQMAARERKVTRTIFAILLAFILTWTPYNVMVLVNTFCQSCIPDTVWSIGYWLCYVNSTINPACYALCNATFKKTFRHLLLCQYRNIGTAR
CHO-K1 Ca ag: counter-screen for M1 agonists: effect in parental CHO-K1 cells. AID 602248, 2012. Fluo-8 calcium fluorescence; scaled to maximal ATP response, vehicle zero. 360,000 compounds, 0.48% hits. activation, % at 3 µM; in the data active means activation above about 15%;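 further: untransfected CHO-K1 host cells lacking M1 receptor as counterscreen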
M5 ag: human M5 muscarinic receptor agonists, primary screen, CHO-K1 cells, Fluo-8 calcium fluorescence | Muscarinic acetylcholine receptor M5 (Homo sapiens), P08912 | CHO-K1 hM5 cells; 0% DMSO wells, 100% maximal acetylcholine response | activation, % at 3 µM | 360,000 compounds, 0.19% hits | AID 624037, 2012;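 active means activation above the run's mean over test compounds plus 3 SD, cut at about 23% in these data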;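 further: signal is peak over basal fluorescence ratio across the kinetic read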
CHO-K1 Ca PAM: nonselective calcium activators in parental CHO-K1 cells, primary screen, counter-screen for M1 PAM project, cell-based, Fluo-8 calcium fluorescence, full deck, 1536-well. 360,000 compounds, 0.02% hits. ATP EC20; 0% at ATP EC20, 100% at ATP max. activation, % at 3 µM;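 active means activation above the run cutoff, the mean activation of all test compounds plus 3 SD, cut at about 40% in these data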;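 further: peak over basal fluorescence ratio in a 140 s read after ATP addition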
CHRM4 antagonist: human M4 muscarinic receptor antagonists, primary screen, CHO cells, Fluo-8 calcium fluorescence | Muscarinic acetylcholine receptor M4 (Homo sapiens), P08173 | CHO-hM4 cells, ACh EC80 | inhibition, % at 3 µM | 360,000 compounds, 0.73% hits | AID 624125, 2012;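 active means inhibition above its plate's cutoff, the mean inhibition of sample wells plus 3 SD, cut at about 27% in these data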;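 further: 0% = acetylcholine EC80 with DMSO and 100% = DMSO without agonist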
M4 ag: human M4 muscarinic receptor agonists, primary screen, CHO-K1 cells, Fluo-8 calcium fluorescence | Muscarinic acetylcholine receptor M4 (Homo sapiens), P08173 | CHO-K1 hM4/Gqi5; vehicle 0%, full acetylcholine response 100% | activation, % at 3 µM | 360,000 compounds, 0.14% hits;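 active means activation above the run mean over all test wells plus 3 SD, cut at about 32% in these data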;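 further: peak over basal fluorescence ratio per well then scaled between controls; 0% = DMSO wells and 100% = acetylcholine at EC100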
CHRM5 PAM: human M5 muscarinic receptor positive allosteric modulators, primary screen, CHO-K1 cells, Fluo-8 calcium fluorescence; activation, % at 3 µM; AID 624038, 2012; CHO-K1 hM5, ACh EC20 PAM; 0% = ACh EC20, 100% = ACh EC100; Muscarinic acetylcholine receptor M5 (Homo sapiens), P08912; 360,000 compounds, 0.3% hits;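 active means activation above the run cutoff, the mean activation of all test compounds plus 3 SD, cut at about 18% in these data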
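Assay system – human M5 receptor in CHO-K1 cells · Read-out – % activation, ACh-normalized · Technique – Fluo-8 calcium fluorescence · Dosing – single-point, 3 µM nominal · Incubation – Fluo-8 loading 80 min at 37 °C plus 30 min room temperature · Repeats – singlicate, one well per test compound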
CHO-K1 Ca antag: M1 antagonist counterscreen hit in parental CHO-K1 cells; ATP-induced calcium, Fluo-8 fluorescence; 360,000 compounds, 0.6% hits; inhibition, % at 3 µM; AID 602250;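 active means inhibition above a per-plate cutoff, the plate's mean sample inhibition plus 3 SD, cut at about 24% in these data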;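 further: 0% = DMSO plus EC80 ATP and 100% = DMSO alone without ATP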
Numbers without * were called inactive.

SMILES	M5 antag	CHRM4 PAM	CHO-K1 Ca ag	M5 ag	CHO-K1 Ca PAM	CHRM4 antagonist	M4 ag	CHRM5 PAM	CHO-K1 Ca antag
Cc1ccc(N/C=C/C(=O)c2ccco2)c(O)c1	3	-10	1.1	-1	18	-1	1	-1	-14
CCN(CC)CC(=O)Nc1c2c(nc3ccccc13)N(C)CC2	12	1	0.2	-2	-21	-4	1	-4	14
Cc1ccc(NC(=O)C(=O)NCCN2CCN(Cc3ccc([N+](=O)[O-])cc3)CC2)cc1	9	-4	2.3	-1	-1	13	2	-11	-10
Cc1nc(-c2cccc(NC(=O)Cc3ccccc3)c2)cs1	7	1	1.2	-3	-15	-11	2	-2	-1
COc1cccc(CNC(=O)c2ccccc2-c2ccccc2)c1	12	-8	6.3	2	4	7	7	-3	-8
CCOC(=O)C1CSC(CC(=O)Nc2ccc(Cl)c(Cl)c2)C(=O)N1 (stereo unspecified)	-10	-6	2.0	-7	12	-11	3	-9	-1
O=c1oc2c3c4c(cc2c2c1CCC2)OCCN4CCC3	-13	4	-0.1	-1	18	-14	0	12	-10
O=C(COC(=O)c1ccccn1)Nc1cccc2ccccc12	3	3	0.6	-1	-4	-10	2	4	-9
Cc1ccc(NC(=O)Nc2ccc(F)c(Cl)c2)cc1	16	-24	14	5	-11	6	15	-28	21
Cc1nn(C)c(C(=O)NC2C3CC4CC(C3)CC2C4)c1Cl (stereo unspecified)	3	3	0.2	0	15	12	-1	-3	-3
CC(Sc1nnc(Cc2cccs2)n1C1CCCCC1)C(=O)N1CCc2ccccc21 (stereo unspecified)	11	-5	-0.4	-6	-3	22	-1	-15	11
Cc1cc(C)c(C#N)c(SCc2ccc(F)cc2)n1	7	-3	-0.5	-6	-1	10	-2	-1	-1
CC(=O)NC(=S)Nc1ccc(S(=O)(=O)N2CCOCC2)cc1	-6	8	-0.2	-7	-5	5	1	0	4
c1ccc(CNc2nc3ccccc3[nH]2)cc1	-4	2	1.0	1	11	3	3	-7	-15
COc1cc(C=NNC(=O)Cn2nc(C)cc2C)ccc1OC(=O)C1CC1	14	6	1.5	3	9	1	1	-3	-16
N/C(=N\OC(=O)Cc1ccc([N+](=O)[O-])cc1)c1ccc([N+](=O)[O-])cc1	2	-7	1.0	-6	-1	7	1	3	6
Cn1c(=O)[nH]c(=O)c2c1nc(N1CCN(CCO)CC1)n2CCSc1nc2ccccc2s1	10	-1	0.6	-2	10	-9	0	-6	4
CC1=NCCN1CCNC(=O)Nc1cc(C)cc(C)c1	5	1	0.7	0	10	-7	1	0	-12
O=C(NCc1ccc2c(c1)OCO2)c1ccccc1Cl	18	-22	5.5	-3	2	-9	13	-16	-8
COc1cccc(CNc2nc3ccccc3n2CCN2CCCCC2)c1	4	-7	2.2	-6	16	8	1	-3	-10

Ten entries out of the list, ordered by molecular weight, smallest number first.
SMILES	M5 antag	CHRM4 PAM	CHO-K1 Ca ag	M5 ag	CHO-K1 Ca PAM	CHRM4 antagonist	M4 ag	CHRM5 PAM	CHO-K1 Ca antag
Cc1cc(C)c(C#N)c(SCc2ccc(F)cc2)n1	7	-3	-0.5	-6	-1	10	-2	-1	-1
CC1=NCCN1CCNC(=O)Nc1cc(C)cc(C)c1	5	1	0.7	0	10	-7	1	0	-12
Cc1ccc(NC(=O)Nc2ccc(F)c(Cl)c2)cc1	16	-24	14	5	-11	6	15	-28	21
O=C(NCc1ccc2c(c1)OCO2)c1ccccc1Cl	18	-22	5.5	-3	2	-9	13	-16	-8
O=C(COC(=O)c1ccccn1)Nc1cccc2ccccc12	3	3	0.6	-1	-4	-10	2	4	-9
Cc1nn(C)c(C(=O)NC2C3CC4CC(C3)CC2C4)c1Cl (stereo unspecified)	3	3	0.2	0	15	12	-1	-3	-3
COc1cccc(CNc2nc3ccccc3n2CCN2CCCCC2)c1	4	-7	2.2	-6	16	8	1	-3	-10
COc1cc(C=NNC(=O)Cn2nc(C)cc2C)ccc1OC(=O)C1CC1	14	6	1.5	3	9	1	1	-3	-16
CC(Sc1nnc(Cc2cccs2)n1C1CCCCC1)C(=O)N1CCc2ccccc21 (stereo unspecified)	11	-5	-0.4	-6	-3	22	-1	-15	11
Cn1c(=O)[nH]c(=O)c2c1nc(N1CCN(CCO)CC1)n2CCSc1nc2ccccc2s1	10	-1	0.6	-2	10	-9	0	-6	4

Continued.
SMILES	M5 antag	CHRM4 PAM	CHO-K1 Ca ag	M5 ag	CHO-K1 Ca PAM	CHRM4 antagonist	M4 ag	CHRM5 PAM	CHO-K1 Ca antag
CC1CCN(c2ccc(NC(=O)Cc3ccccc3)cc2)CC1	3	0	0.4	-3	13	3	1	2	-4
CCOC(=O)N1N=C(CC)CC1(O)C(F)(F)F (stereo unspecified)	7	12	0.3	-4	16	-2	0	-1	-3
O=C(CSc1nc(C2CC2)nc2ccccc12)N1c2ccccc2Sc2ccccc21	-6	-6	0.4	-3	-4	0	-1	1	-4
CCc1nc2ccccc2c(=O)n1/N=C/c1ccc(Cl)cc1	-1	-20	0.6	3	-17	-2	4	8	6
CC(C)OC(=O)CC12CN3CC(CC(=O)OC(C)C)(CN(C1)C(=O)c1ccccc1C3=O)C2=O	2	17	2.0	3	15	6	3	-5	1
CC1=C(C(=O)Nc2ccccc2)C(c2ccc(C)o2)n2c(s/c(=C/c3ccccc3)c2=O)=N1 (stereo unspecified)	-4	7	0.8	-2	21	0	1	4	-10
CSc1cccc(NC(=O)CNC(=O)C2CCCCC2)c1	13	2	1.4	-2	7	2	1	-5	-8
Cc1ccc(N2C(=O)c3ccccc3NC2C(C)Cc2ccc3c(c2)OCO3)cc1 (stereo unspecified)	3	-9	1.4	0	8	2	4	-11	13
COc1cc(NS(=O)(=O)c2ccc(NC(=S)NC(=O)c3ccc(F)cc3)cc2)nc(OC)n1	7	-7	-0.5	-4	-1	5	-1	-4	-14
O=C(CN(Cc1ccccc1F)S(=O)(=O)c1ccc(Cl)cc1)NCC1CCCO1 (stereo unspecified)	5	1	0.1	-1	4	-4	4	-5	-22
COc1ccc2nc(NC(=S)N(C)C)sc2c1	1	9	2.1	-2	10	-21	5	1	-14
CC(=O)Nc1ccc(S(=O)(=O)NCC(=O)OCc2ccccc2)cc1	-7	5	1.1	-2	29	-13	1	2	-11
COc1ccc(NC(=O)COC(=O)C2CC3C=CC2C3)cc1 (stereo unspecified)	-8	-1	1.6	0	29	-2	1	9	-19
O=[N+]([O-])c1cc(S(=O)(=O)N2CCCCCC2)ccc1Cl	12	-6	0.0	-7	-4	7	-1	-9	-1
CN(C)S(=O)(=O)c1ccc(Cl)c(C(=O)NCc2ccco2)c1	-2	10	0.9	1	14	4	5	1	-9
Cc1ccc(-n2ncc3c(=O)n(CC(=O)Nc4cccc(Cl)c4)cnc32)cc1C	0	-4	0.2	-2	-5	3	1	1	5
N/C(Cc1ccc([N+](=O)[O-])cc1)=N\OC(=O)Cc1ccccc1	10	-8	-0.3	-2	-9	7	0	-2	14
O=C(NCCN1C(=O)C2C3C=CC(C3)C2C1=O)NCc1ccccc1 (stereo unspecified)	6	5	-0.3	0	0	-2	2	-6	3
Cc1ccc(CNC(=O)CN2CCN(Cc3ccc(Cl)cc3)C2=O)cc1	9	-1	0.9	-5	11	-2	3	2	-7
N#CC1=C(N)SC(N)=C(C#N)C1C1C=CCCC1 (stereo unspecified)	1	0	3.2	2	13	-8	3	-4	0
Cc1ccc(C(=O)N(c2ccccc2)C2CC(C)N(C(=O)c3ccco3)c3ccccc32)cc1 (stereo unspecified)	-9	-2	0.3	-8	17	0	-2	4	-4
Oc1ccc(C(c2nnnn2C2CCCCC2)N2CCOCC2)cc1 (stereo unspecified)	6	-8	3.1	-4	-14	8	1	1	-16
Cn1cc(CN2CCC(N3CCNC(=O)CC3)CC2)c(-c2ccccc2F)n1	1	8	0.2	2	15	-6	0	5	-16
COc1ccc(OC)c(C(=O)c2coc3ccc(OC(C)=O)cc23)c1	15	18	-0.2	-4	-11	-7	1	-8	16
Clc1ccc(C=NN2CCCCCC2)c(Cl)c1	4	7	1.3	2	24	0	0	9	-16
Cc1ccccc1Oc1nc2ccccc2n2cnnc12	7	0	0.4	-2	9	1	1	-2	-12
O=C(O)/C=C/c1cn(-c2ncc(C(F)(F)F)cc2Cl)c2ccccc12	-4	11	0.0	-10	-3	-1	0	12	1
Fc1cccc(CN2CCN(C(=S)NCCc3ccccc3)CC2)c1	5	-4	1.1	-2	-5	1	3	-4	4
O=C(OCC(=O)N1CCCC1=O)c1ccc(O)cc1O	2	7	1.6	2	11	-2	1	5	-2
CCOC(=O)c1c(N)nn(C(=O)C(C)C)c1-c1ccc(OC)cc1	0	0	-0.1	-2	17	-2	-2	1	0
c1ccc(CCc2cn(C[C@H]3CC[C@@H]([C@@H]4CC[C@H](Cn5cc(CCc6ccccc6)nn5)O4)O3)nn2)cc1	3	-4	5.1	6	10	-7	20	-18	-5
CCOc1ccc2[nH]c(=O)c(C(c3nnnn3Cc3ccco3)N3CCN(C)CC3)cc2c1 (stereo unspecified)	-4	4	1.3	-5	31	3	1	-8	-13
CCOc1ccc(CCNC(=O)CCn2nc(C)c3c(C)n(-c4ccccc4)nc3c2=O)cc1	10	1	2.1	-4	14	-6	5	-3	-25
S=C(Nc1ccc(Oc2ccccc2)cc1)NC1CCCCCC1	11	-10	5.8	0	6	-3	6	-11	6
CC(C)(C)c1cc(CN2CCC(O)CC2)cc(C(C)(C)C)c1O	4	-7	0.0	-3	-1	4	0	-1	1
O=c1c2c3c(sc2ncn1/N=C/c1ccc(Br)o1)CCCC3	-2	5	0.3	-1	-4	-4	1	0	-8
COc1ccc(-c2c3c(=O)n(C)c(=O)n(C)c3cn2-c2ccccc2)cc1	-6	11	-0.4	-4	28	-11	0	-2	-16
CC(NC(=O)c1sc2cc([N+](=O)[O-])ccc2c1Cl)C(C)(C)C (stereo unspecified)	-3	18	0.1	-1	8	-5	-1	-4	-3
O=C(Nc1ccc(Cl)cn1)c1ccc([N+](=O)[O-])o1	0	4	-0.1	1	18	9	1	-2	-3
